Assay outcomes (PubChem)
POLK inh: inhibitors of human DNA polymerase kappa. purified Pol kappa, fluorescent DNA synthesis assay, 10 min. Potency, µM (series often up to 107 µM), without a hit: at the highest dose activity, negative = inhibition, usual class: inhibitors. 400,000 compounds, 0.53% hits. AID 588579; further: on the % scale 0 is the no-effect control and ±100 the full control effect
Target sequence (Q9UBT6 whole entry, looked up): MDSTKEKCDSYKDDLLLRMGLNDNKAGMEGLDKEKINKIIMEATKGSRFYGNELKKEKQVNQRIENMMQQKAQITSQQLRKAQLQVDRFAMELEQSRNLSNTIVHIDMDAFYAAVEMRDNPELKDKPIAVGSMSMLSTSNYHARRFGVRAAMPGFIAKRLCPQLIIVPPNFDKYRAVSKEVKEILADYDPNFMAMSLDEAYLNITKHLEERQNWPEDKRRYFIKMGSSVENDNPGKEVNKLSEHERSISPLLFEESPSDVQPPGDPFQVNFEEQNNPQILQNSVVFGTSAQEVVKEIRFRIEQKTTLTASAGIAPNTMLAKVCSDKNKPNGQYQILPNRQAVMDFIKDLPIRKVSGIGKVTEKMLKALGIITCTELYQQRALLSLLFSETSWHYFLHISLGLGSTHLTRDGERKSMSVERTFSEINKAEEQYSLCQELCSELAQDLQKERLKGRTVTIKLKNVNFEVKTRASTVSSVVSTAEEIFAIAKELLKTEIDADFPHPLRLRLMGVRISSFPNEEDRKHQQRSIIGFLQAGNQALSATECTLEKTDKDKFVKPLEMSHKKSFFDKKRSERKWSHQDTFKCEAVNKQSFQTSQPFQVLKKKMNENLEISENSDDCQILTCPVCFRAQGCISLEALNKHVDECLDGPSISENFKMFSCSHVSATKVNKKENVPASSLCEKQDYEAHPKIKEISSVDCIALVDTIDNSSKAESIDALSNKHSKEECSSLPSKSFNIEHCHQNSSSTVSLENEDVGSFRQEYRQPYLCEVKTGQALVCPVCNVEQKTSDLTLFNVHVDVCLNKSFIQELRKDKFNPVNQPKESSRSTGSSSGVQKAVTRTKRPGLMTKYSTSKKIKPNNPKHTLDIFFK
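10 nM Pol kappa was preincubated with compounds for 15 min at room temperature. Reaction started with 50 nM (final) substrate. Fluorescence read kinetically at 0 and 10 min.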
Pol iota inh: blocks human DNA polymerase iota activity | AID 588590 | Potency, µM (highest dose often 115 µM), inactives show at the top dose activity, negative = inhibition, actives largely listed as inhibitors | 390,000 compounds, 1% hits | Q9UNA4 | Pol iota fluorescent replication assay, 10 min
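Fluorescent replication assay read twice, at 0 min and 10 min after adding 50 nM (final) substrate. Enzyme (10 nM) and compounds were first incubated 15 min at room temperature; enzyme-free buffer wells were negative controls.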
APE1 inh: APE1 (human) endonuclease inhibition; recombinant APE1, TAMRA/BHQ-2 abasic DNA cleavage fluorescence; Potency, µM (doses to about 65.8 µM), for the others: at the top dose activity change, negative = inhibition, hits mostly inhibitors; 350,000 compounds, 0.35% hits; AID 2517;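 further: plate controls were vehicle for no effect and reference inhibitor for full effect; nearly all actives have a fitted effect of over 55% in size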
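Endonuclease cleavage of a quenched abasic-site DNA duplex (50 nM) by APE1 (0.75 nM) was tracked by TAMRA dequenching. Compounds were preincubated with enzyme 15 min at room temperature; data normalized to buffer-only and DMSO wells plus NSC13755 control.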
BLM helicase inh: blocks DNA unwinding by human BLM helicase | recombinant BLM DNA unwinding, fluorescence dequenching | Potency, µM (titrated, usually from 56.1 µM), without a hit: at the top dose activity change, negative = inhibition, actives largely listed as inhibitors | 350,000 compounds, 0.2% hits;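 further: plate controls were vehicle for no effect and no enzyme for full effect; nearly all actives have a fitted effect of over 35% in size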
G9a inh: inhibitors of human histone lysine methyltransferase G9a; Potency, µM (top dose mostly 102 µM), inactives show at the highest dose activity, negative = inhibition, actives largely listed as inhibitors; 350,000 compounds, 8.8% hits; G9a H3K9 monomethylation, AlphaScreen, 2 h; further: on the % scale 0 is the no-effect control and ±100 the full control effect; nearly all actives have a fitted effect of over 75% in size
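Readings reflect AlphaScreen signal from monomethyl-H3K9 antibody detection. HMT at 20 nM; substrate b-H3K9 500 nM; cofactor SAM 20 uM; 2 h RT reaction; compounds tested as titrations in qHTS with 15 min preincubation.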
Pol eta inh: blocks human DNA polymerase eta activity; 390,000 compounds, 1.2% hits; Potency, µM (titrated, usually from 114 µM), for the others: at the top dose activity change, negative = inhibition, hits mostly inhibitors; recombinant Pol eta, fluorescent DNA replication assay; Q9Y253; further: on the % scale 0 is the no-effect control and ±100 the full control effect
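Pol eta at 10 nM preincubated with compounds 15 min at room temperature; reaction started with fluorescent substrate (50 nM final) and read kinetically at 0 and 10 min.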
Anesthetic bind: binds horse apoferritin like a general anesthetic | P02791 | apoferritin/1-aminoanthracene competitive binding, fluorescence | Potency, µM (highest dose often 77.5 µM), for the others: at the top dose activity change, negative = displacement, actives largely listed as inhibitors | 350,000 compounds, 0.074% hits | AID 485281; further: on the % scale 0 is the no-effect control and ±100 the full control effect; nearly all actives have a fitted effect of over 20% in size
Target sequence (P02791 2-175 limits assumed): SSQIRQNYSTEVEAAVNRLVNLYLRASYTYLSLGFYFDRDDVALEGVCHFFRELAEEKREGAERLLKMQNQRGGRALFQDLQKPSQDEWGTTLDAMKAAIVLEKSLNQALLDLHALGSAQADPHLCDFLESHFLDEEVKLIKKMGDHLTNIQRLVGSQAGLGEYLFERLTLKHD
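Read-out: endpoint 1-AMA fluorescence, excitation 380 nm and emission 535 nm, after compounds sit 10 min at room temperature with 10 uM horse-spleen apoferritin in 50% saturated 1-AMA/PBS. Values come from four-parameter Hill fits.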
Pol beta inh: inhibitors of human DNA polymerase beta; Pol beta primer extension/strand displacement, fluorescence kinetic; AID 485314; 340,000 compounds, 1.3% hits; P06746; Potency, µM (doses to about 114 µM), without a hit: at the top dose activity change, negative = inhibition, usual class: inhibitors; further: on the % scale 0 is the no-effect control and ±100 the full control effect
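Curves were derived by four-parameter Hill fits of normalized qHTS data. The kinetic fluorescent primer-extension read was taken at 0 and 10 min after 50 nM substrate, following a 15 min room-temperature preincubation of 10 nM enzyme with compounds.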
BAZ2B block: inhibitors of human BAZ2B bromodomain; Q9UIF8; 360,000 compounds, 4.4% hits; Potency, µM (top dose mostly 114 µM), without a hit: at the highest dose activity change, negative = inhibition, actives largely listed as inhibitors; AlphaScreen BAZ2B-H3K14Ac peptide displacement; further: on the % scale 0 is the no-effect control and ±100 the full control effect; nearly all actives have a fitted effect of over 60% in size
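Complex of BAZ2B and biotin-H3K14Ac (50 nM apiece) forms over 30 min at RT, then faces library compounds up to 110 uM for another 30 min; AlphaScreen beads added, 20 min dark incubation, luminescence read.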
Active calls of the source: *; ? = inconclusive; nt = no result given; & = joins results of further samples; [ ] = another dose, or the depositor's remark. The call rests on the fitted dose curve; in most records, active means well fitted curve in the direction sought with a large enough effect; inconclusive means small, poorly fitted or top-dose-only effect, or another doubt; inactive means no such curve, though single readings can be large; an effect the other way counts as inactive or inconclusive. Potency means the concentration at half of the fitted maximal effect.

SMILES	POLK inh	Pol iota inh	APE1 inh	BLM helicase inh	G9a inh	Pol eta inh	Anesthetic bind	Pol beta inh	BAZ2B block
CC(C)OCCCN1CC(=O)N2C(c3cccc([N+](=O)[O-])c3)c3[nH]c4ccccc4c3C[C@H]2C1=O (some centres undefined)	-1.9%	20.9%	19.3%	-9.6%	-15.5%	-19.0%	-20.4%	23.5%	-25.1%
Nc1[nH]n(-c2ccccc2)c(=O)c1N=Nc1ccccc1	-10.1%	-24.4%	-3.7%	-13.2%	4.47µM*	-14.8%	-1.1%	2.0%	7.94µM*
CCn1c(SCC(=O)NC2CC2)nnc1-c1ccc(OC)cc1	-11.5%	19.9%	41.9%	-3.9%	-2.8%	-5.9%	-2.3%	0.1%	-3.6%
CC1CCCCN1C(=O)CN(C)S(=O)(=O)c1cccc2nsnc12 (centres undefined)	0.9%	22.1%	13.2%	-1.0%	-2.8%	-0.7%	2.6%	0.4%	-16.7%
CCCCC(=O)N1C/C=C\C(c2ccc(OC)cc2)N(Cc2ccc(F)cc2)C(=O)[C@H]1Cc1ccccc1 (some centres undefined)	-14.7%	?	1.6%	-9.5%	-1.7%[59 µM]	-13.4%	20.0%	-28.1%	-35.4%
Cc1ccc(C(C(=O)NC2CCCCC2)N2CCCC2)cc1 (centres undefined)	-11.1%	56.2%[activator]	23.3%	-3.1%	0.0%[59 µM]	-22.0%	-2.3%	2.7%	4.9%
CCN(CC)S(=O)(=O)c1cc(C(=O)OCC(=O)Nc2ccc(-c3nc4ccc(C)cc4s3)cc2)ccc1F	-1.3%	3.7%	10.1%	-1.8%	4.7%	-4.7%	-1.1%	31.0%	4.9%
Cc1ccc(CNC(=O)c2ccc(Cn3c(=O)c4ccccc4n(CC(=O)Nc4c(C)cc(C)cc4C)c3=O)cc2)cc1	0.0%	21.2%	nt	-10.9%	-2.7%[59 µM]	-26.7%	-3.7%	?	-17.6%
c1ccc(-n2ncc3c2ncn2nc(-c4ccco4)nc32)cc1	2.2%	45.7%[activator]	-4.0%	-11.6%	?	-17.4%	-10.8%	14.4%	14.0%
O=C(NCCSCc1c(F)cccc1Cl)Nc1ccccc1	-7.5%	26.4%	5.9%	-2.7%	11.6%	-6.1%	-17.0%	2.7%	?
COc1ccc(/C=C/C(=O)c2cc3cccc(OC)c3oc2=O)cc1	-9.1%	?	2.6%	-9.0%	?	?	-9.5%	-11.0%	-24.0%
O=C(COc1ccc(S(=O)(=O)Nc2ccccc2)cc1)NCc1ccccn1	2.3%	11.7%	33.3%	2.2%	?	-6.6%	-5.3%	22.3%	-7.5%
O=C(Cc1ccccc1)Nc1ccc2oc(-c3ccncc3)nc2c1	-10.3%	?	1.3%	0.3%	?	?	-16.3%	22.4µM*	5.1%
COc1ccc(C)cc1NC(=O)CCNS(=O)(=O)c1cccc(C(F)(F)F)c1	-9.5%	11.4%	-0.3%	-10.6%	-10.0%	-1.5%	-7.6%	27.2%	7.3%
COC(=O)c1ccc(NC(=O)CN(CCc2ccccc2)S(=O)(=O)c2ccc(OC)cc2)cc1	-7.9%	8.3%	nt	-9.2%	-3.8%[59 µM]	-17.3%	83.1%[activator]	?	-5.8%
Cc1cc(OC(F)F)ccc1NC(=O)Nc1ccc([N+](=O)[O-])cc1	-5.3%	11.1%	2.2%	-7.3%	1.5%[59 µM]	-16.2%	-15.9%	1.1%	-17.7%
O=C(Cn1nnc2ccccc2c1=O)Nc1cc(C(F)(F)F)ccc1N1CCOCC1	-8.0%	1.1%	18.0%	-7.1%	-7.5%	-8.5%	?	8.1%	12.5%
CN1C(=O)C(N=Nc2ccccc2C(=O)O)N(C)C1=S (centres undefined)	-8.1%	13.5%	-3.7%	5.2%	1.78µM*	-16.4%	-5.1%	?	?
CCOC(=O)CNC(=O)CSc1nc(N(C)C)nc(N2CCOCC2)n1	4.7%	-15.3%	-0.2%	-0.3%	0.8%	-9.5%	-6.4%	8.2%	2.3%
CC(=O)c1cccc(NC(=O)NC(C)c2ccncc2)c1 (centres undefined)	-19.4%	18.3%	-3.8%	0.1%	6.2%[12.7 µM]	-1.9%	-9.1%	1.8%	-1.3%
CC(C)c1ccc(NC(=S)NN2C(C)CCCC2C)cc1 (centres undefined)	-17.1%	6.2%	10.9%	-5.6%	17.6%	-9.8%	-12.7%	23.1%	-15.3%
O=C(CN1CCN(Cc2ccc(Cl)cc2)CC1)N1CCc2ccccc21	4.4%	48.1%[activator]	20.1%	-2.0%	-20.2%	-24.3%	-4.2%	12.0%	-22.5%
COc1cc(NC(=O)COc2ccc(Cl)cc2)ccc1-c1cc2ccccc2oc1=O	1.8%	-4.9%	-9.2%	-4.2%	10.3%	-2.4%	-11.6%	-14.3%	1.2%
CC1(C)CC(=O)C(C=NC2CC(C)(C)NC(C)(C)C2)=C(O)C1	-9.3%	2.6%	5.9%	-1.0%	3.5%	-2.5%	0.3%	24.8%	9.1%
COc1ccc(-c2noc(CCC(=O)NCCCN3CCN(c4ccccc4F)CC3)n2)cc1	1.3%[60.1 µM]	15.3%	0.0%	-8.0%	-2.8%[59 µM]	5.6%	-7.9%	22.8%	-18.8%
CCN1CCC(NC(=O)Nc2ccc(F)cc2)CC1	5.2%	-1.6%	10.8%	-3.5%	nt	-12.8%	-4.8%	61.0%	5.9%
O=C(Cc1cccc2ccccc12)Nc1ccccc1C(=O)O	-1.5%	-6.3%	8.9%	-2.5%	7.1%[59 µM]	-0.3%	-9.5%	8.6%	6.6%
Cn1c(=O)c([N+](=O)[O-])c(NCC(O)c2ccccc2)c2ccccc21 (centres undefined)	-1.4%	13.9%	6.9%	-12.4%	-41.5%[59 µM]	-9.7%	2.5%	0.3%	-3.5%
CCOC(=O)c1cnc2ccc(C(=O)OC)cc2c1Nc1cccc(C(=O)O)c1	-14.5%	44.3%[activator]	0.8%	0.8%	3.7%	-14.7%	-5.4%	5.2%	-12.3%
COc1ccc(CC(=O)Nc2nc(-c3ccc(F)c(F)c3)cs2)cc1OC	-4.7%	8.6%	33.9%	-5.3%	-13.8%	-9.4%	-11.7%	3.1%	-16.6%

As entered above.
`COc1ccc(-c2noc(CCC(=O)NCCCN3CCN(c4ccccc4F)CC3)n2)cc1` – Pol iota inh = 15.3%
`Cn1c(=O)c([N+](=O)[O-])c(NCC(O)c2ccccc2)c2ccccc21` (centres undefined) – G9a inh = -41.5%[59 µM]

Arranged by heavy-atom count (low to high): some entries from above.
SMILES	POLK inh	Pol iota inh	APE1 inh	BLM helicase inh	G9a inh	Pol eta inh	Anesthetic bind	Pol beta inh	BAZ2B block
c1ccc(-n2ncc3c2ncn2nc(-c4ccco4)nc32)cc1	2.2%	45.7%[activator]	-4.0%	-11.6%	?	-17.4%	-10.8%	14.4%	14.0%
O=C(Cc1ccccc1)Nc1ccc2oc(-c3ccncc3)nc2c1	-10.3%	?	1.3%	0.3%	?	?	-16.3%	22.4µM*	5.1%
O=C(COc1ccc(S(=O)(=O)Nc2ccccc2)cc1)NCc1ccccn1	2.3%	11.7%	33.3%	2.2%	?	-6.6%	-5.3%	22.3%	-7.5%

(list continues)
SMILES	POLK inh	Pol iota inh	APE1 inh	BLM helicase inh	G9a inh	Pol eta inh	Anesthetic bind	Pol beta inh	BAZ2B block
COc1ccc(C(C)(C)C)cc1NC(=O)COc1ccc(-c2nnco2)cc1	-13.8%	3.7%	16.4%	nt	nt	-6.2%	nt	nt	nt
CN(C(=O)CN1C(=O)CCSc2ccc(S(=O)(=O)N3CCCC3)cc21)c1ccccc1	-12.1%	8.5%&9.8%	-4.0%	-2.9%&1.4%	-12.1%	-22.0%&-9.8%	-10.5%&-11.4%	?	-9.2%&-14.2%
COc1ccc(NC(=O)c2cnc[nH]2)cc1	11.1%	1.3%	nt	-5.5%	26.1%[59 µM]	-8.8%	-6.7%	2.8%	-22.6%
CC(C)C(C(=O)NC1CCCC1)N(Cc1ccco1)C(=O)CNS(=O)(=O)c1ccccc1 (centres undefined)	1.4%	-6.8%	-3.2%	-5.0%	0.7%	-18.3%	7.6%	23.9%	11.5%
Cc1cs/c(=N/C(=S)Nc2ccccc2)n1C	-15.1%	28.7%	7.6%	-2.5%	-1.4%[59 µM]	-0.8%	-5.3%	1.9%	-38.1%
O=C(c1ccc(S(=O)(=O)Nc2ccc(F)cc2)cc1)N1CCN(c2ccccn2)CC1	-10.7%	40.0%[activator]	2.9%	-3.6%	0.4%	-8.6%	-12.7%	-19.6%	-21.8%
Cc1ccc(S(=O)(=O)N2CCN(S(=O)(=O)N3CCOCC3)CC2)cc1	-3.8%	-16.2%	-2.2%	0.3%	100.9%[activator][59 µM]	1.7%	-7.9%	32.9%	?
O=C(NC1CC1)C1CCN(C2CCN(Cc3ccccc3C(F)(F)F)CC2)CC1	3.3%	21.9%	40.1%[activator]	-0.4%	64.7%[activator]	-8.0%	-9.0%	46.8%	-14.8%
COc1ccc(CN(C)CC2CCCN(CCc3ccc(Cl)cc3)C2)cc1OC (centres undefined)	2.7%	7.9%	11.2%	5.8%	nt	-18.3%	-9.3%	9.0%	0.5%
CCN1C(=O)/C(=C2/C=CC=CN2C)OC1=S	-5.3%	-7.4%	-1.6%	1.2%	44.7µM*	-15.1%	-16.4%	11.1%	-2.4%
Cc1sc2ncn3ncnc3c2c1C	0.9%	17.8%	4.0%	0.7%	-12.0%[12.7 µM]	17.8%	-7.3%	0.5%	-0.8%
CCCCCCCCOc1ccc(C2OC34CCCCC3C(C#N)(C#N)C2(C#N)C(=N)O4)cc1 (centres undefined)	-14.1%	?	-2.0%	-11.1%	?	?	196.0%[activator]	14.5%	86.0%[activator]
CCN(CC(=O)Nc1cc(Cl)ccc1C)C(=O)CCS(=O)(=O)c1ccc(C)cc1	-8.3%	8.1%	6.2%	nt	50.1µM*	-12.7%	nt	nt	6.1%
Cc1ccc(NC(=O)CNC(=O)COc2ccccc2)nc1	-1.7%	-2.4%	-1.6%	nt	19.3%[59 µM]	-21.2%	nt	nt	-6.0%

Only part of the results is shown; the hit share may differ from the screen's.
